Screening data as filed in PubChem BioAssay.
NCOA3 inh: SRC3 coactivator transcriptional activity inhibitors, primary screen, cell-based, luminescence; Nuclear receptor coactivator 3 (Homo sapiens), Q9Y6Q9; HEK293 GAL4-SRC3 luciferase reporter; inhibition, % at 3.6 µM; hit rate 0.17% among 360,000; AID 588352, 2011;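 active means inhibition above a per-campaign cutoff, the mean of all compounds plus 3 SD, cut at about 60% in these data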;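 further: 0% = DMSO-treated cells and 100% = gossypol-treated cells at 36 µM; higher means less SRC3-driven luciferase light from the GAL4 reporter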
TROY signal inh: inhibitors of TROY-driven NF-kB signaling, primary screen, Q293 LMP1-TROYcd cells, NF-kB luciferase, uHTS. hit rate 0.98% among 360,000. inhibition, % at 10 µM. Q293 LMP1-TROYcd NF-kB luciferase reporter, 4 h;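 active means compounds whose plate-normalised and pattern-corrected inhibition of the luciferase reporter signal at the single screening dose is 50% or more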
NR5A2 inv ag: LRH-1 (NR5A2) inverse agonists, primary screen, cell-based, luminescence, HEK293T, StAR-luciferase reporter; inhibition, % at 3.6 µM; LRH-1 transfected, 24 h; AID 602396, 2012; hit rate 0.13% among 360,000; Nuclear receptor subfamily 5 group A member 2 (Homo sapiens), O00482;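 active means inhibition above the mean inhibition of all tested compounds plus 3 SD, cut at about 73% in these data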;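 further: 0% = DMSO wells and 100% = reporter-only cells lacking LRH-1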
TWEAK-Fn14 inh: inhibitors of TWEAK-Fn14 signaling, primary screen, luciferase reporter cells, uHTS; AID 1159606, 2016; hit rate 2% among 360,000; TWEAK-stimulated Fn14 reporter cells, luciferase luminescence, 8 h; inhibition, % at 10 µM; in the data active means inhibition above about 50%
NR2F2 inh: NR2F2 transcriptional activity inhibitors, primary screen, cell-based, luciferase reporter, HEK293T, luminescence | COUP transcription factor 2 (Homo sapiens), P24468 | HEK293T NGFI-A luciferase reporter | inhibition, % at 8.6 µM | hit rate 0.7% among 370,000 | AID 686940, 2013;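 active means inhibition above a per-plate cutoff, mean inhibition of test wells between control levels plus 3 SD, cut at about 38% in these data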;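 further: cells cotransfected with COUP-TFII expression vector driving the NGFI-A reporter; 0% = median of COUP-TF2 test wells and 100% = reporter-only cells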
SRC1 inh: SRC1 coactivator transcriptional activity inhibitors, primary screen, cell-based, luminescence. HEK293 GAL4-SRC1 luciferase reporter. AID 588354, 2011. hit rate 0.12% among 360,000. inhibition, % at 3.6 µM. Nuclear receptor coactivator 1 (Homo sapiens), Q15788;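 active means inhibition above the campaign mean plus 3 SD, with each screening campaign given its own cutoff, cut at about 60% in these data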;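 further: 0% = DMSO treated cells and 100% = gossypol at 36 µM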
Target sequence (Q15788 whole entry, looked up, the tested form may be a part): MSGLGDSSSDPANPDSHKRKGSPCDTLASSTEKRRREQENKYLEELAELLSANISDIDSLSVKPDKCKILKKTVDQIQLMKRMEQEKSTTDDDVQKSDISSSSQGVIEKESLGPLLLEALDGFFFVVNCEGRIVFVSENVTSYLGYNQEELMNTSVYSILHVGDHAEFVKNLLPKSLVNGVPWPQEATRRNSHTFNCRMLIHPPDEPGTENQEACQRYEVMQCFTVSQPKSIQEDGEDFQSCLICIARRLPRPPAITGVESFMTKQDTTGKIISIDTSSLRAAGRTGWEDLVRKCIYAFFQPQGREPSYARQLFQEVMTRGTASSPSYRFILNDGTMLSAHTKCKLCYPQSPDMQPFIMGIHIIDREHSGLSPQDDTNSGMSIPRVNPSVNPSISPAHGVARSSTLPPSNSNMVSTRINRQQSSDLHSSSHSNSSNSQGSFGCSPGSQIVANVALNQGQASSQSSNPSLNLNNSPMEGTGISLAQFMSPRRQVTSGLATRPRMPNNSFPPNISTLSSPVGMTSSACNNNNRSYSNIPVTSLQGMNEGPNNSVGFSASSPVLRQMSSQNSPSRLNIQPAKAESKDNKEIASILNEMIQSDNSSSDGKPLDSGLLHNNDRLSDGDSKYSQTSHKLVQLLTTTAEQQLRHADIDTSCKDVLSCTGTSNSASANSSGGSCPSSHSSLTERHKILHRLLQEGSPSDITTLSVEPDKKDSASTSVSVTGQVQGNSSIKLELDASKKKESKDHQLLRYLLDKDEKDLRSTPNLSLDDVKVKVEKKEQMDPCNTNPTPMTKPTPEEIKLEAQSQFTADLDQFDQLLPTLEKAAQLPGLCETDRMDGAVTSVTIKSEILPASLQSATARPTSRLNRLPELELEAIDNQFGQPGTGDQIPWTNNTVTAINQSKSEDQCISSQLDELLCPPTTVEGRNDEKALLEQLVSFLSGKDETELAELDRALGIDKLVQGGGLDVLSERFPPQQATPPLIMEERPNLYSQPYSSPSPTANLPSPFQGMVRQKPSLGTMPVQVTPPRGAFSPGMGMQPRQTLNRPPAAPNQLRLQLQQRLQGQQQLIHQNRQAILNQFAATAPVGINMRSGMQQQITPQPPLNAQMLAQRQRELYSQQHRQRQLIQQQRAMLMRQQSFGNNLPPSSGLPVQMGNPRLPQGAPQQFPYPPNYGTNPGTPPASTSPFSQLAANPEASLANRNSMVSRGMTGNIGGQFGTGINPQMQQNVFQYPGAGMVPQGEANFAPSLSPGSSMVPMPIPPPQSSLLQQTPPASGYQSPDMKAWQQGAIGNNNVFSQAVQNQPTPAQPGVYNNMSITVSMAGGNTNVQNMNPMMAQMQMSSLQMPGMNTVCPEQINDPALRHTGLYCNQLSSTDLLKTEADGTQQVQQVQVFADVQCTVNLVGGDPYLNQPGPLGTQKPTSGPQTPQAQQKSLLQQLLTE
KKLEB cytotox: cytotoxicity in KKLEB CF airway cells, primary screen, cytotoxicity control for CF NF-kB inhibitor project, cell-based, uHTS, fluorescence assay plates; hit rate 0.36% among 360,000; activity change (cytotoxicity), % at 5 µM; AID 602141, 2011; KKLEB CF airway cells viability, ATPlite luminescence, overnight; stronger effect = lower value; cells stimulated with P. aeruginosa culture filtrate;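 active means corrected activity change at or below -50% at 5 µM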
Shn3 3UTR inh: reduction of Shn3 3'UTR firefly luciferase signal, primary screen, Schnurri-3 inhibitor project, cell-based, Clone20 osteoblasts, set 2. Clone20 osteoblast Shn3 3'UTR firefly luciferase, 24 h. inhibition, % at 12.5 µM. hit rate 0.52% among 360,000. AID 588674, 2011;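 active means mean inhibition of at least 75% with every replicate also reaching 75%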;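 further: 0% = median of neutral control wells and 100% = pilot-screen positive control compound; some compounds past the cut are filed as inactive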
TRAIL sens C8: viability loss with TRAIL in NB7+C8 cells, primary screen, TRAIL sensitizer project, cell-based, ATPlite luminescence; inhibition (viability loss, TRAIL sensitization), % at 10 µM; hit rate 1% among 360,000;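 active means compounds causing at least 50% loss of cell viability in the single-dose screen, relative to plate controls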
EBV LMP1 NFkB: EBV LMP1-driven NF-kappaB luciferase reporter inhibitors, primary screen, cell-based, luminescence, single point; LMP1-induced NF-kappaB luciferase reporter cells; inhibition, % at 12.5 µM; hit rate 0.69% among 350,000; AID 504558, 2011; in the data active means inhibition above about 41%;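 further: 0% = neutral control wells and 100% = reference inhibitor control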
CF NFkB block: inhibitors of PAF-induced NF-kB signaling, primary screen, cell-based, GFP fluorescence, uHTS; KKLEB NF-kB-GFP reporter, GFP fluorescence overnight; inhibition, % at 5 µM; hit rate 0.86% among 360,000; AID 588850, 2011;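 active means at least 50% inhibition at 5 µM, scaled per plate between neutral and stimulator controls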;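 further: PAF is a Pseudomonas aeruginosa culture filtrate used as stimulus; plate controls were PAF-stimulated DMSO wells for no effect and unstimulated DMSO wells for full effect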
* hit, by the source's call; . = no result given.

Start of the data: the first five records as a preview:
SMILES	NCOA3 inh	TROY signal inh	NR5A2 inv ag	TWEAK-Fn14 inh	NR2F2 inh	SRC1 inh	KKLEB cytotox	Shn3 3UTR inh	TRAIL sens C8	EBV LMP1 NFkB	CF NFkB block
O=C(Nc1cnccn1)c1ccc(Cl)cc1	19	-3	-5	22	3	-11	2	-5	5	3	2
CCc1ccc(C(=O)COC(=O)c2cncc(Br)c2)cc1	35	20	-17	43	14	0	-2	-26	-2	11	42
Cc1nn(Cc2cccc(C(=O)O)c2)c(C)c1[N+](=O)[O-]	11	-13	3	-13	8	-6	0	30	-5	0	5
CCOC(=O)Cc1c(C)nc2c(-c3ccc(Cl)cc3)cnn2c1C	-9	-12	-6	-6	-37	-9	-10	4	2	-9	19
N#CCSc1nc2c(cc1C#N)CCCC2	-10	-1	-19	14	-46	-1	0	-3	41	-6	4

Main list, previewed entries included:
SMILES	NCOA3 inh	TROY signal inh	NR5A2 inv ag	TWEAK-Fn14 inh	NR2F2 inh	SRC1 inh	KKLEB cytotox	Shn3 3UTR inh	TRAIL sens C8	EBV LMP1 NFkB	CF NFkB block
O=C(Nc1cnccn1)c1ccc(Cl)cc1	19	-3	-5	22	3	-11	2	-5	5	3	2
CCc1ccc(C(=O)COC(=O)c2cncc(Br)c2)cc1	35	20	-17	43	14	0	-2	-26	-2	11	42
Cc1nn(Cc2cccc(C(=O)O)c2)c(C)c1[N+](=O)[O-]	11	-13	3	-13	8	-6	0	30	-5	0	5
CCOC(=O)Cc1c(C)nc2c(-c3ccc(Cl)cc3)cnn2c1C	-9	-12	-6	-6	-37	-9	-10	4	2	-9	19
N#CCSc1nc2c(cc1C#N)CCCC2	-10	-1	-19	14	-46	-1	0	-3	41	-6	4
CCCCn1nnnc1C(c1cc2ccccc2o1)N(C)CCc1ccccc1 (stereo unspecified)	.	6	8	12	-4	.	.	.	2	.	.
CCC1CCCCN1C(=S)Nc1ccc(S(=O)(=O)Nc2ncccn2)cc1 (stereo unspecified)	1	-6	10	1	4	-5	-1	-11	0	-17	-9
CN1C2CCC1CC(NC(=O)CSc1ccc(Cl)cc1)C2 (stereo unspecified)	19	-7	-15	15	5	-19	-1	-6	3	-3	-15
COc1ccc(-c2ccc(SC)nn2)cc1	-52	46	-109	88*	-14	-85	-12	40	86*	38	7
Cc1ccc(CSCC2Nc3ccc(C(=O)N4CCN(c5ccc(F)cc5)CC4)cc3NC2=O)cc1 (stereo unspecified)	-11	-11	-12	-2	.	3	17	57	3	3	-15
O=S1(=O)CCN=C2SC3=C(CCCC3)N21	0	6	-12	3	-20	15	7	10	-1	0	2
N=c1ccn(Cc2ccc(Cl)cc2)cc1	-3	-5	14	19	32	-7	3	24	23	6	-3
COCC(=O)n1nc(-c2ccccc2)nc1NCc1ccc(N(C)C)cc1	-38	-34	-8	-7	-39	-40	-18	-69	6	-20	-9
O=C(Nc1ccccc1)/C(=C\c1ccc2c(c1)OCO2)NC(=O)c1ccco1	-11	-22	-6	45	6	-16	0	9	-14	-6	-5
COc1cccc(C(=O)NCCN2C(=O)S/C(=C/c3cccs3)C2=O)c1OC	15	10	0	-8	-4	0	1	55	-4	-2	10
COc1ccc(S(=O)(=O)NCC(c2cccnc2)N2CCN(Cc3ccccc3)CC2)cc1 (stereo unspecified)	3	8	-4	-6	-2	-56	6	13	-4	-35	-20
CCOc1ccccc1CN1CCNC(=O)C1CC(=O)NC1CCCCC1 (stereo unspecified)	-5	11	3	4	-10	-7	-9	8	-14	7	6
O=C(NCc1ccco1)C1CCN(c2nc3ccccc3n2Cc2ccc(F)cc2)CC1	3	3	4	-5	14	13	-2	4	4	-7	1
O=C(CSc1nnc(NC(=O)c2ccc(F)cc2)s1)NC1CC1	-87	-34	-6	13	-11	-34	-8	-34	47	7	-8
O=C(CN1CCN(c2nc(-c3ccccc3)cs2)CC1)NNC(=O)c1ccco1	14	0	-17	-19	-13	1	3	-3	-23	-10	-12
O=S1(=O)C[C@H](N2CCN(CC3CC3)CC2)[C@@H](COCc2ccccc2)N1	18	17	6	-24	-2	-12	3	9	6	.	-10
CN(c1ccccc1)S(=O)(=O)c1ccc(Cl)c(C(=O)OCC(=O)NCc2ccco2)c1	-1	7	-5	4	-6	-1	-5	4	15	-4	-3
O=C(Nc1cccnc1)Nc1ccc(Br)cc1Cl	-32	-10	-20	-2	-1	-44	-6	-12	27	-1	18
O=C(O)CNC(=O)CCN1C(=O)c2ccccc2C1=O	-6	8	1	1	-14	3	13	-5	-11	-15	-4
COC(=O)c1ccccc1NC(=O)c1ccc2nccnc2c1	6	-25	28	13	22	-2	-2	-12	1	12	-37
Additional compounds.
SMILES	NCOA3 inh	TROY signal inh	NR5A2 inv ag	TWEAK-Fn14 inh	NR2F2 inh	SRC1 inh	KKLEB cytotox	Shn3 3UTR inh	TRAIL sens C8	EBV LMP1 NFkB	CF NFkB block
COc1ccc(CN(C)CC2CCCN(CCc3ccccc3C)C2)cc1O (stereo unspecified)	-1	15	27	6	17	21	-12	7	3	-2	0
Cc1cccc(C)c1Nc1c(-c2ccc(N3CCOCC3)cc2)nc2cnccn12	12	8	17	6	-19	-43	-8	12	-6	-5	6
COc1cc(NC(=O)C2CC(c3c(F)cccc3Cl)=NO2)cc(OC)c1OC (stereo unspecified)	-5	19	0	2	18	14	3	65	1	0	-15
Cc1cccc(NC(=O)CN2C(=O)C3CC=CCC3C2=O)c1C (stereo unspecified)	5	-2	4	-17	-1	5	6	-1	-6	-5	-16
COC(CNC(=O)CNC(=S)N(Cc1ccccc1)Cc1cccnc1)OC	3	-12	9	22	10	-12	5	-3	3	2	-6
COc1ccc(CNC(=O)c2ccccc2SC)cc1	-4	6	16	14	4	-24	6	7	-4	-2	1
COc1ccccc1N1CCN(C(=O)COc2cc(C)cc3oc(=O)cc(C)c23)CC1	-5	4	-12	-11	-11	7	-7	24	16	3	-17
Cc1ccc(-c2nn3c(C)nnc3c3ccccc23)cc1S(=O)(=O)NCc1ccco1	22	-31	1	0	-66	15	0	20	-5	-17	-63
COc1ccccc1C(=O)Nc1ccc2c(c1)CCCN2C(=O)c1cccs1	10	-18	7	4	18	11	6	-29	0	9	-5
COc1ccc(C2CC(=O)C=C(NCc3ccc4c(c3)OCO4)C2)cc1 (stereo unspecified)	-2	-9	-10	1	10	-13	10	17	0	-2	4
COc1ccc(Br)cc1/C=N/NC(=O)c1ccco1	-9	-2	-49	-6	-27	-48	-12	-18	-3	0	4
COc1ccc(NC(=S)NCCCN2CCN(C3CCCCC3)CC2)cc1	0	-10	0	7	5	-10	-1	9	0	-13	8
CCCOc1ccc(CNC(=O)Cn2ncc3ccccc32)cc1	-34	-60	-37	-23	0	-43	-1	-11	5	-20	-3
CCOC(=O)c1sc(NC(=O)OC)c(C(=O)OC)c1C	14	-6	-11	-3	-2	4	-10	9	-2	3	-19
CC(=O)c1ccc(NC(=O)C2CCCNC2=O)cc1 (stereo unspecified)	-11	8	-1	6	0	6	-1	12	10	1	-4
CCn1c(-c2ccccc2Cl)nn(CC(=O)Nc2ccccc2OC)c1=S	-2	-19	-16	-4	0	-25	21	21	-7	7	5
CCCN1CCN(C(=O)Nc2ccc(C(=O)OCC)cc2)CC1	-1	-17	-14	2	-11	-25	7	-13	12	-5	-3
CC1(C)Oc2cc(N)c([N+](=O)[O-])cc2O1	-1	16	-1	17	-2	-7	-3	-12	-3	-2	6
O=C(CNC(=O)c1ccccc1F)OC(C(=O)Nc1cc(C(F)(F)F)ccc1Cl)c1ccccc1 (stereo unspecified)	5	-1	3	-8	-18	-12	8	-5	-4	5	14
COCCNc1nc(N)c([N+](=O)[O-])c(NCc2ccccc2)n1	-9	-15	14	-58	2	7	-5	-5	-3	-4	11
CCC(C)N1CC(C(=O)NC2CCCCC2)CC1=O (stereo unspecified)	-17	22	-13	10	1	2	-4	-1	-2	5	-6

Look-ups from above:
Cc1cccc(C)c1Nc1c(-c2ccc(N3CCOCC3)cc2)nc2cnccn12 @ NR2F2 inh: -19
CC1(C)Oc2cc(N)c([N+](=O)[O-])cc2O1 @ EBV LMP1 NFkB: -2
CCCN1CCN(C(=O)Nc2ccc(C(=O)OCC)cc2)CC1 @ NCOA3 inh: -1
Cc1ccc(-c2nn3c(C)nnc3c3ccccc23)cc1S(=O)(=O)NCc1ccco1 @ TWEAK-Fn14 inh: 0
COc1ccccc1C(=O)Nc1ccc2c(c1)CCCN2C(=O)c1cccs1 @ Shn3 3UTR inh: -29

Grouped by structure, the compounds so far containing a COOH group
SMILES	NCOA3 inh	TROY signal inh	NR5A2 inv ag	TWEAK-Fn14 inh	NR2F2 inh	SRC1 inh	KKLEB cytotox	Shn3 3UTR inh	TRAIL sens C8	EBV LMP1 NFkB	CF NFkB block
Cc1nn(Cc2cccc(C(=O)O)c2)c(C)c1[N+](=O)[O-]	11	-13	3	-13	8	-6	0	30	-5	0	5
O=C(O)CNC(=O)CCN1C(=O)c2ccccc2C1=O	-6	8	1	1	-14	3	13	-5	-11	-15	-4

A portion of the library, so the mix of outcomes need not match the whole.
